# High-throughput results: PubChem BioAssay, several laboratories
# Lmaj promast: Leishmania major promastigote growth inhibition. inhibition, % at 10 µM. Leishmania major promastigotes, resazurin fluorescence viability. 9% of 200,000 active; in the data active = inhibition above about 50%;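 also: promastigotes grown with compound for 44 hours at 28 °C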
# bIAP inh: blocks bovine intestinal alkaline phosphatase activity. purified bovine IAP, CDP-star luminescence, 30 min. AID 1019. inhibition, % at 20 µM. 190,000 tested, under 10 active;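 active = over 50% inhibition of intestinal alkaline phosphatase at 20 µM in the single-dose screen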
#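 Incubation: 30 min reaction at room temperature / Material: purified bovine intestinal alkaline phosphatase (IAP) enzyme / Input: enzyme at 1/65,000,000 dilution / Dosing: 20 µM single dose / Signal: CDP-star luminescence signal / Reagent: CDP-star chemiluminescent phosphatase substrate, 30 µM final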
# TNAP inh hiacc: TNAP (human) inhibition, high acceptor; P05186; inhibition, % at 20 µM; purified TNAP, CDP-star luminescence, 1 M DEA; 0.03% of 200,000 active;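 active = over 50% inhibition of tissue-nonspecific alkaline phosphatase at 20 µM in the single-dose screen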;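 also: plate controls were DMSO wells for no effect and EDTA-quenched wells as full inhibition for full effect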
# Target sequence (P05186 whole entry, looked up): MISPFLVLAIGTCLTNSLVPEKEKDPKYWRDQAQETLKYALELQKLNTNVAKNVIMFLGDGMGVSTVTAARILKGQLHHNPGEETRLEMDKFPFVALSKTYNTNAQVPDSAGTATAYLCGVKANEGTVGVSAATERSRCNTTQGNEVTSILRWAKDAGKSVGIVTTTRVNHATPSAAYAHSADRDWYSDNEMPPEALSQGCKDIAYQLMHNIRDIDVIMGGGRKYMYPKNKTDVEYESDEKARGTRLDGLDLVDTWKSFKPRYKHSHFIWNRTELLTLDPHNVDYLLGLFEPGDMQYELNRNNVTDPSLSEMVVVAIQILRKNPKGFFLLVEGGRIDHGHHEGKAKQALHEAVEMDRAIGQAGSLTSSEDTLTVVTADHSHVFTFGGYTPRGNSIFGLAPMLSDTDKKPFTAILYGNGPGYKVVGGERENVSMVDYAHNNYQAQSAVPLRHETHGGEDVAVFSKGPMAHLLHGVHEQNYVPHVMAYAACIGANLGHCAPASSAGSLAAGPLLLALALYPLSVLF
# FLuc inh counter: inhibits firefly luciferase, flagging false hits in luciferase inhibition screens; P08659; ATPLite firefly luciferase biochemical luminescence, 10 min; inhibition, % at 10 µM; 1.5% of 200,000 active; AID 1006;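 active = inhibition above about 50% when tested at 10 µM, limit read from the data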
# Target sequence (P08659 whole entry, looked up): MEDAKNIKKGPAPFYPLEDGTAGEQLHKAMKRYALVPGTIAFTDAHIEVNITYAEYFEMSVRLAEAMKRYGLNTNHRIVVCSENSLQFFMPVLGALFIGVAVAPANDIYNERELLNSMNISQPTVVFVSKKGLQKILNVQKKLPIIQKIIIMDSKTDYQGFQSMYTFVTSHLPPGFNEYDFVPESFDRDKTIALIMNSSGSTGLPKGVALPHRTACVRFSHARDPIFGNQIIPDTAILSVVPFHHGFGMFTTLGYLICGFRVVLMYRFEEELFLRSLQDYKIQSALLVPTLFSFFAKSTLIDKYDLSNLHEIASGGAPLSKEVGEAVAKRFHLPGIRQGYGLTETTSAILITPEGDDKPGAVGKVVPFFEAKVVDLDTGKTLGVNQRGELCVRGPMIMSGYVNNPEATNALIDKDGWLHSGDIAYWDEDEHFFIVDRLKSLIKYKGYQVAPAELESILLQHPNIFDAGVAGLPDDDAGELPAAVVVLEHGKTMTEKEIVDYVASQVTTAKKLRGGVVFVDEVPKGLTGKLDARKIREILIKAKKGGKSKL
# FLuc act counter: affects firefly luciferase, flagging false hits in luciferase stimulation screens; P08659; ATPlite luciferase biochemical, luminescence, 10 min; 0 = ATP-free wells, 1 = DMSO control; activation factor at 10 µM; 200,000 tested, under 10 active; AID 1027;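 active = luciferase activation factor, scaled between plate controls, of at least 2 with compound at 10 µM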
#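 assay system = Luciferase/luciferin detection reagent, cell-free biochemical luciferase assay | also added = ATP substrate | times = 10 min post-reagent at room temperature | measured by = luminescence from luciferase reaction | measure = luciferase activation, seen as luminescence increase over controls | benchmarks = low control with PBS replacing ATP, high control enzyme plus ATP without compound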
# RAM network inh: blocks the yeast RAM network. S. cerevisiae dse1pr::URA3 reporter, 5-FOA growth OD615, 2 d; analog-sensitive cbk1-as2 kinase mutant strain. inhibition, % at 50 µM. 1.8% of 190,000 active;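 active = inhibition above a set limit, 3 SD over mean compound inhibition, cut at about 8.4% in these data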;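 also: 0% = DMSO-only wells with no growth and 100% = 10 µM 1-NA-PP1 full growth; inhibition rescues growth on 5-FOA so higher OD means more RAM inhibition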
# APP transl inh: APP translation inhibition. SH-SY5Y APP 5'UTR-luciferase reporter, luminescence. inhibition, % at 2 µM. 0.82% of 190,000 active;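 active = inhibition above a set limit, derived from the sample mean plus 3 SD, cut at about 45% in these data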; also: values of inactives mirror those of a sister screen read the other way
# TNAP act hi DEA: TNAP (human) activation, high acceptor | activation factor at 20 µM | P05186 | 200,000 tested, under 10 active | purified TNAP, CDP-star luminescence, 1 M DEA, 30 min; hits give high values; 0 = EDTA background, 1 = DMSO-only activity;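 active = activation factor at least 2 at 20 µM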
#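 Assay system: human TNAP; Input: enzyme diluted 1/800 final; Reagent: CDP-star luminogenic substrate at 100 µM final; Timing: 30 min, room temperature; Signal: luminescence; Evaluation: TNAP activation factor scaled between EDTA and DMSO control wells.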
# bIAP act: intestinal alkaline phosphatase (bovine) activation. 0.17% of 200,000 active. activation factor at 20 µM. purified bovine IAP, CDP-star luminescence, 30 min; hits give high values; fold of DMSO-control signal, blank-subtracted;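 active = activation factor of 2 or more at 20 µM, a signal rise over negative controls twice the positive control's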
# TNAP inh noacc: inhibitors of human TNAP without phosphate acceptor; P05186; purified TNAP, CDP-star luminescence, 30 min; inhibition, % at 20 µM; 0.26% of 200,000 active; AID 1012;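 active = tissue-nonspecific alkaline phosphatase inhibition above about 50% at 20 µM in the single-dose screen, limit read from the data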;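 also: 0% = DMSO negative control and 100% = EDTA positive control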
# * hit, by the source's call. No enrichment for hits. About 13% of those tested had a hit in this group.
SMILES,Lmaj promast,bIAP inh,TNAP inh hiacc,FLuc inh counter,FLuc act counter,RAM network inh,APP transl inh,TNAP act hi DEA,bIAP act,TNAP inh noacc
CCOc1cc(/C=N/NC(=O)CN2CCCCC2)ccc1OCc1ccc(Cl)cc1,98.9*,18.6,-2.7,-4.7,1,1.8,-3.2,1,0.8,-4.7
CCOC(=O)c1nccnc1C(=O)Nc1ccc(C(F)(F)F)cc1,-2.0,-2.2,-3.4,-3.2,1,1.4,3.7,1,1,-16.2
O=C(NCCN=C1NS(=O)(=O)c2ccccc21)c1ccc(S(=O)(=O)N2CCOCC2)cc1,-3.4,3.1,-3.3,4.9,1,0.2,-4.7,1,1,4.8
O=S(=O)(c1ccc(NC(=S)NC2CCCC2)cc1)N1CCCC1,11.9,-0.7,-5.7,-2.9,1,-0.5,3.9,1.1,1,-17.1
COc1ccc(N2CCN(Cc3nc4cc(Cl)ccc4c(=O)[nH]3)CC2)cc1,-2.7,-1.3,-5.9,-4.6,1,1.1,0.0,1.1,1,-11.5
COc1ccc(O)c(/C=N/N=C2/C(=O)Nc3ccccc32)c1,6.8,28.2,7.2,81.1*,0.2,0.4,27.1,0.9,0.7,16.8
O=C(N/N=C\c1ccc([N+](=O)[O-])s1)c1cncc(Br)c1,100.2*,-0.5,19.9,-1.9,1,1.5,30.6,0.8,1,20.2
N#C/C(=C/c1cn(-c2ccccc2)nc1-c1cccc(OCc2ccccc2)c1)C(=O)NCCCn1ccnc1,100.4*,-5.6,1.8,-4.3,1,7.6,-21.0,1,1.1,-14.1
COc1ccc(/C=N/n2c(N)c(S(=O)(=O)c3cccs3)c3nc4ccccc4nc32)cc1OC,62.5*,0.0,-5.1,-4.9,1,5.3,11.2,1.1,1,-9.7
c1ccc(Oc2cccc(CN3CCOCC3)c2)cc1,99.7*,-6.2,-3.4,2.3,1,0.8,20.7,1,1.1,-5.3
CN(C)c1ccc2c(c1)OC(N)=C(C#N)C2c1cccc(F)c1 (stereo not given),6.1,6.2,-0.1,-3.7,1,-0.5,95.1*,1,0.9,-3.1
N#Cc1nc(Cc2cccc3ccccc23)oc1NCCN1CCCCC1,65.1*,-8.3,-3.6,-1.1,1,0.8,-1.2,1,1.1,-13.4

# Some of the entries above in another layout.
# Screens in order – Lmaj promast, bIAP inh, TNAP inh hiacc, FLuc inh counter, FLuc act counter, RAM network inh, APP transl inh, TNAP act hi DEA, bIAP act, TNAP inh noacc
- N#C/C(=C/c1cn(-c2ccccc2)nc1-c1cccc(OCc2ccccc2)c1)C(=O)NCCCn1ccnc1
→ 100.4*, -5.6, 1.8, -4.3, 1, 7.6, -21.0, 1, 1.1, -14.1
- COc1ccc(/C=N/n2c(N)c(S(=O)(=O)c3cccs3)c3nc4ccccc4nc32)cc1OC
→ 62.5*, 0.0, -5.1, -4.9, 1, 5.3, 11.2, 1.1, 1, -9.7

# (further entries)
SMILES,Lmaj promast,bIAP inh,TNAP inh hiacc,FLuc inh counter,FLuc act counter,RAM network inh,APP transl inh,TNAP act hi DEA,bIAP act,TNAP inh noacc
COc1ccc(NC(=O)c2ccc3ccccc3n2)cc1S(=O)(=O)Nc1ccccc1Cl,97.5*,-2.9,5.1,-5.3,1.1,5.7,12.7,0.9,1,9.5
O=C(O)c1ccccc1-c1ccccc1C(=O)Nc1cccc(-c2nc3ccccc3o2)c1,-12.8,1.9,-7.2,14.4,0.9,7.8,-5.4,1.1,1,-10.7
CCOC(=O)c1sc(NC(=O)CSc2nc3ccccc3s2)c(C(=O)OCC)c1C,-3.3,-4.1,-0.4,-0.5,1,-0.4,-0.4,1,1,-10.5
Cc1ccc(C)c(-n2c(Cc3cc(=O)[nH]c(=O)[nH]3)nnc2SCC(=O)NCC2CCCO2)c1 (stereo not given),-5.0,1.6,-0.2,-6.7,1.1,2.4,9.7,1,1,1.4
Cc1ccc(/C=c2\sc3n(c2=O)CN(c2ccc(Br)cc2)CN=3)o1,1.7,24.4,1.4,-0.2,1,2.3,8.1,1,0.8,-0.3
CCc1cccc(CC)c1NC(=S)N1CCn2cccc2C1c1ccncc1 (stereo not given),31.8,0.7,-1.1,-2.8,1,0.5,3.5,1,1,-9.8
Cc1ccc(S(=O)(=O)N[C@H](C(=O)OCC(=O)N2N=C(c3ccc(Cl)cc3)CC2c2ccco2)C(C)C)cc1 (stereo not given in full),27.0,17.9,0.1,-12.2,1.1,3.3,16.9,1,0.8,11.1
COC(=O)C1=C(C)N(C(C)c2ccccc2)C(=O)C1 (stereo not given),-1.0,6.3,-1.2,-6.0,1.1,0.1,4.1,1,0.9,-15.1
CCC(C)NC(=O)Cn1nc(C(F)(F)F)c2c1CCCC2 (stereo not given),8.7,0.1,-1.1,-7.8,1.1,0.4,-14.8,1,1,-8.3
CCC(=O)Nc1cc2nn(-c3ccc(OC)cc3)nc2cc1C,-7.7,-1.0,-1.8,69.2*,0.3,2.5,-161.6,1,1,-7.5
CC(NS(=O)(=O)c1ccccc1)C(N)=O (stereo not given),2.2,15.6,-3.3,-12.4,1.1,1.5,4.0,1,0.8,-7.6
CC(C)CC(=O)NCC(C)NC(=O)CC(C)C (stereo not given),-2.6,1.7,0.3,-0.1,1,3.1,-1.5,1,1,-4.9

# Entries of single compounds as entered above.
# `CCC(C)NC(=O)Cn1nc(C(F)(F)F)c2c1CCCC2` (stereo not given) is listed with Lmaj promast: 8.7; bIAP inh: 0.1; TNAP inh hiacc: -1.1; FLuc inh counter: -7.8; FLuc act counter: 1.1; RAM network inh: 0.4; APP transl inh: -14.8; TNAP act hi DEA: 1; bIAP act: 1; TNAP inh noacc: -8.3
# `CC(C)CC(=O)NCC(C)NC(=O)CC(C)C` (stereo not given) is listed with Lmaj promast: -2.6; bIAP inh: 1.7; TNAP inh hiacc: 0.3; FLuc inh counter: -0.1; FLuc act counter: 1; RAM network inh: 3.1; APP transl inh: -1.5; TNAP act hi DEA: 1; bIAP act: 1; TNAP inh noacc: -4.9

# Further results follow.
SMILES,Lmaj promast,bIAP inh,TNAP inh hiacc,FLuc inh counter,FLuc act counter,RAM network inh,APP transl inh,TNAP act hi DEA,bIAP act,TNAP inh noacc
O=C(Nc1cccc([N+](=O)[O-])c1)C1C2/C=C\CCCCC21 (stereo not given),-0.4,-7.5,-4.1,-0.7,1,1.4,-1.4,1,1.1,-3.4
CC(=O)Nc1ccc(NC(=O)CCn2c(=S)oc3ccccc32)cc1,-3.3,5.9,-5.3,0.2,1,4.7,14.7,1.1,0.9,-17.8
COc1ccccc1-n1cc(CN2CCN(CC(C)C)C(CCO)C2)cn1 (stereo not given),-3.5,10.3,-6.4,-8.4,1.1,1.6,26.3,1.1,0.9,-15.5
O=C(/C=C/c1ccc(Cl)cc1Cl)N1CCN(c2ccc([N+](=O)[O-])c(N3CCOCC3)c2)CC1,10.1,8.4,8.8,-2.4,1,3.4,-2.4,0.9,0.9,1.8
COC(=O)C1=C(C)NC(C)=C(C(=O)OC)C1/C=C/c1ccccc1,-7.4,-0.1,-3.8,-3.1,1,4.1,-15.3,1,1,-12.7
O=C1c2ccccc2C(=O)N1CCC1=CCCCC1,-0.4,1.9,0.8,0.3,1,0.3,-22.5,1,1,4.1
O=C(CN1CCOCC1)NCC12CC3CC(CC(C3)C1)C2,-5.1,3.6,-2.0,-5.4,1.1,-0.8,5.2,1,1,-9.7
COC(=O)NNC(=S)Nc1cc(OC)ccc1OC,0.6,-5.4,-4.3,-11.1,1.1,0.6,-0.8,1,1.1,-20.2
CSCCC(NS(=O)(=O)/C=C/c1ccccc1)C(=O)O (stereo not given),-1.9,6.7,-7.6,-6.2,1.1,0.9,-21.0,1.1,0.9,-6.8
O=C(O)CSc1nnc(Cn2c(=O)sc3ccccc32)n1-c1cccc(Cl)c1,-9.0,6.9,-1.5,-6.9,1.1,4.3,5.4,1,0.9,-6.1
CC(C)CC1NC(=O)N(CC(=O)Nc2ccc3c(c2)CCC3)C1=O (stereo not given),-5.2,-15.5,-4.7,-3.5,1,2.7,-9.0,1,1.2,-6.9
CNC(=O)c1cc2c(ccc3ccccc32)o1,16.9,10.3,-8.0,7.7,0.9,1.1,-27.1,1.1,0.9,-11.9
CN(NS(=O)(=O)c1ccc(Br)cc1)c1nc(C(F)(F)F)nc2ccccc12,13.4,2.6,-2.6,-4.8,1,2.8,-15.5,1,1,-9.2
COc1ccccc1NS(=O)(=O)c1ccc(OC)c([N+](=O)[O-])c1,9.1,0.0,-7.7,-10.1,1.1,3.1,9.9,1.1,1,-6.7
CC1Cc2ccccc2N1C(=O)CSc1nnnn1C (stereo not given),-5.6,12.2,-8.5,-5.8,1.1,-0.1,-5.6,1.1,0.9,-22.2
CCOc1ccccc1NC(=O)C1CCCN(S(=O)(=O)c2cccc3cccnc23)C1 (stereo not given),3.1,9.1,-1.1,-6.0,1.1,-0.1,-10.0,1,0.9,-3.9
Cc1ccc(S(=O)(=O)Cc2ccc(C(=O)O)o2)cc1,-3.1,0.0,-1.1,-3.6,1,1.3,-10.2,1,1,-6.6
Cc1cc(C(=O)CCl)c(C)n1-c1c(C)n(C)n(-c2ccccc2)c1=O,66.6*,0.9,-1.1,-2.1,1,2.1,6.3,1,1,-6.9
CCSc1nc2sc3c(c2c(=O)[nH]1)CCCC3,-0.9,11.1,-3.3,-4.4,1,2.4,-1.0,1,0.9,-5.6
Cc1cccc(-c2n[nH]c(=S)n2-c2ccccc2)c1[N+](=O)[O-],36.3,1.0,1.0,7.8,0.9,2.2,-4.4,1,1,-8.9
CCCOc1ccccc1NC(=O)/C=C/C(N)=O,100.5*,5.3,-5.3,-4.9,1,3.0,13.8,1.1,0.9,-10.1
c1ccc(NC2=Nc3ccccc3CC2)cc1,43.4,13.8,-5.2,-5.2,1.1,0.8,-11.5,1.1,0.9,-11.3
O=C(CC1(O)C(=O)N(Cc2ccc3c(c2)OCO3)c2ccccc21)c1ccccc1 (stereo not given),-4.0,8.2,-4.5,-4.6,1,1.1,10.1,1,0.9,-6.6
CCSc1nnc2ccc(-c3ccco3)nn12,-3.2,-3.4,1.5,-6.1,1.1,-0.6,-11.1,1,1,-12.4
CC1CCCCC1NC(=O)C(Cc1ccccc1)NS(=O)(=O)c1cccs1 (stereo not given),58.5*,7.2,-2.8,-7.9,1.1,2.0,19.4,1,0.9,5.8
Cn1cnnc1SCc1ccc(C(=O)NN)cc1,-10.1,1.2,-6.6,-10.4,1.1,0.0,-7.4,1.1,1,-7.7
COCCN1Cc2cccc(C(=O)NC(C)CCc3ccco3)c2C1=O (stereo not given),-5.0,0.1,-1.7,-4.2,1,-0.1,4.4,1,1,-16.2
Cc1ccc(S(=O)(=O)N(CC(=O)Nc2cccc([N+](=O)[O-])c2)C2CCCCC2)cc1,17.5,19.8,1.0,-2.1,1,4.4,1.5,1,0.8,0.2
NS(=O)(=O)c1ccc(NC(=O)COC(=O)CCNC(=O)NC23CC4CC(CC(C4)C2)C3)cc1,0.9,30.9,-7.6,-3.0,1,0.8,-1.3,1.1,0.7,-8.5
COc1cc(/C=N/n2cnc3scc(-c4cccs4)c3c2=O)cc(OC)c1OC,-4.0,23.0,-6.3,-8.3,1.1,4.5,1.4,1.1,0.8,-8.3
CC(=O)NC1=NN(C(C)=O)C(C)(c2ccc3ccccc3c2)S1 (stereo not given),60.1*,1.0,-5.6,-2.3,1,1.3,11.9,1.1,1,-17.7
